Screening results as filed in PubChem BioAssay.
tim23-1 inh = inhibits growth of tim23-1 mutant yeast | S. cerevisiae tim23-1 growth, BacTiter-Glo luminescence, 24 h | 1.3% of 330,000 active | inhibition, % at 20 µM;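 active = growth inhibition of the mutant yeast at or above 50%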;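 also: temperature-sensitive mutant grown at 25 °C; plate controls were DMSO-treated mutant yeast for no effect and medium wells lacking yeast for full effect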
UPR CHOP act = apoptotic UPR (CHOP) activation; CHO-CHOP luciferase reporter, luminescence; percent of tunicamycin response over DMSO baseline; activation, % at 10 µM; 0.34% of 330,000 active;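 active = at 10 µM dose, activation of 40% or more, normalized to positive control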;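 also: 100% = tunicamycin at 10 µg/mL and 0% = DMSO alone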
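Evaluation: % reporter activation, DMSO baseline versus tunicamycin full activation; System: CHO-CHOP luciferase reporter cell line; Input: 500 cells/well; Incubation: 6 h compound treatment, 37 °C; Measured by: Steady-Glo luciferase luminescence; Dosing: one dose, 10 µM in 0.5% DMSO; Buffer or medium: F12 medium, 10% FBS; Benchmarks: positive tunicamycin 10 µg/mL, negative DMSO alone.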
Mdm2 MdmX PPI = disrupts the human Mdm2-MdmX interaction; 3% of 330,000 active; inhibition, % at 8 µM; SaOS-2 split-luciferase Mdm2/MdmX complementation, luminescence; O15151+Q00987;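 active = inhibition of at least 50% at 8 µM in the primary screen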
UPR XBP1 act = adaptive UPR (XBP1) activation; CHO-XBP1 luciferase reporter, IRE1-XBP1 UPR activation, luminescence; percent of tunicamycin response, DMSO as zero; activation, % at 20 µM; 0.33% of 330,000 active; AID 463104;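 active = versus positive control, 20 µM dose yields 30% or more activation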;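 also: 100% = tunicamycin at 10 µg/mL and 0% = DMSO only wells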
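Signal: luciferase luminescence; Assay system: CHO-XBP1 luciferase reporter cells; Amount: one thousand reporter cells per well; Dosing: 20 µM single concentration, DMSO 1%; Benchmarks: high control tunicamycin 10 µg/mL final, low control DMSO vehicle only; Schedule: 6 h compound exposure at 37 °C, 5% CO2; Evaluation: percent activation relative to tunicamycin reference.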
APJ antagonist = APJ receptor antagonism. P35414. CHO-K1 APJ beta-arrestin complementation, luminescence. inhibition, % at 20 µM. 0.32% of 330,000 active;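 active = inhibition above about 40% at 20 µM, limit read from the data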;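 also: cells challenged with 10 nM apelin-13 agonist together with compound; plate controls were apelin-13 plus DMSO wells for no effect and DMSO wells lacking apelin-13 for full effect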
EBI2 antag = EBI2 (human) antagonism | P32249 | EBI2 beta-arrestin recruitment, luminescence, 7a,25-OHC stimulated | inhibition, % at 5 µM | 0.81% of 360,000 active | AID 651636; in the data active = inhibition above about 38%;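 also: enzyme fragment complementation signal reports receptor beta-arrestin coupling in cells; 0% = agonist plus DMSO wells and 100% = wells without agonist; some results beyond the cut were filed as inactive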
Target sequence (P32249 whole entry, looked up, the tested form may be a part): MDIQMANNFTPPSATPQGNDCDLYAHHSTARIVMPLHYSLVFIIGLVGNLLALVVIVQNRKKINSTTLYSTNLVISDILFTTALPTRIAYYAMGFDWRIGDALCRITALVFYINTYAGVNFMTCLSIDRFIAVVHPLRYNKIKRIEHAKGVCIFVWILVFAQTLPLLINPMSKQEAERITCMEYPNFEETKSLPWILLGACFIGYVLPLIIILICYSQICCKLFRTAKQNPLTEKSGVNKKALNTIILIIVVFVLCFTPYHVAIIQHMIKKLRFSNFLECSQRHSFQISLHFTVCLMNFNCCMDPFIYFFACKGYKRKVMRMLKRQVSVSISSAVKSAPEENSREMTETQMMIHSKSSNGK
CCR6 antag = antagonists of human CCR6 receptor. inhibition, % at 20 µM. CHO-K1 CCR6 PathHunter beta-arrestin, luminescence, CCL20-stimulated. 0.49% of 340,000 active. P51684;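 active = compounds whose inhibition of the agonist-driven luminescence signal at 20 µM reaches about 50%, limit read from the data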;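 also: cells stimulated with CCL20 at 14 nM final; plate controls were DMSO with CCL20 for no effect and DMSO without agonist for full effect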
Target sequence (P51684 whole entry, looked up): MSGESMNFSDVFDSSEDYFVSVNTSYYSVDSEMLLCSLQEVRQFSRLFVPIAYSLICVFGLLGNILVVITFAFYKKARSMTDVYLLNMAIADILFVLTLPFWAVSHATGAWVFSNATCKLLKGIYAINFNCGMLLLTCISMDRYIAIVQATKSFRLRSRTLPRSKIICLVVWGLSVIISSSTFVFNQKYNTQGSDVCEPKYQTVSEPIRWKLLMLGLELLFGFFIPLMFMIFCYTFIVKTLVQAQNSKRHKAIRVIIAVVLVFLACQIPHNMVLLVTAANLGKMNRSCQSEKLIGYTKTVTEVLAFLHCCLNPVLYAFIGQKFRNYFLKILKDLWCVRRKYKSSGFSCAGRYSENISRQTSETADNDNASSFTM
CXCR6 inh = CXCR6 (human) receptor inhibition | O00574 | CHO-K1 PathHunter CXCR6 beta-arrestin, luminescence | inhibition, % at 20 µM | 0.36% of 360,000 active | AID 602244; in the data active = inhibition above about 34%, passing the limit was not always enough;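 also: antagonist mode with CXCL16 agonist at 10 nM final; 0% = 10 nM CXCL16 with DMSO and 100% = unstimulated wells without agonist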
Target sequence (O00574 whole entry, looked up): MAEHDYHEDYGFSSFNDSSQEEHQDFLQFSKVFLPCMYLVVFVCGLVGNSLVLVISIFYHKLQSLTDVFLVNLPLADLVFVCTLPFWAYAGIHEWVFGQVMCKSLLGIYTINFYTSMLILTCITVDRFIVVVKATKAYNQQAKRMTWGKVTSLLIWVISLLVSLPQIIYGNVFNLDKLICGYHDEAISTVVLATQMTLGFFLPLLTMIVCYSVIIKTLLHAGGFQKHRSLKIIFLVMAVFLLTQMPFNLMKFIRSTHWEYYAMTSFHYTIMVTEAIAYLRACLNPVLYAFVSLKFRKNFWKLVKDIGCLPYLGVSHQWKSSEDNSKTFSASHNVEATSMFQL
APJ ag = APJ receptor agonism; P35414; 0.11% of 330,000 active; activation, % at 20 µM; CHO-K1 APJ PathHunter beta-arrestin, luminescence; 0% DMSO wells, 100% apelin; AID 2520;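 active = activation more than six SD over the plate average, tested at 20 µM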;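 also: 0% = DMSO alone and 100% = apelin-13 at 10 nM; some results filed as inactive read as strong as hits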
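Material: CHO-K1 APJ beta-arrestin complementation cell line; Input: cell density 1000 per well; Incubation: compound stimulation 90 min at 25 °C, detection 60 min; Signal: luminescence from split beta-galactosidase complementation, Galacton Star/Emerald II substrate; Controls: DMSO-only wells as negative, 10 nM Apelin-13 as positive control.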
Numbers without * were called inactive; nt = no result given; & = joins results of further samples.

SMILES | tim23-1 inh | UPR CHOP act | Mdm2 MdmX PPI | UPR XBP1 act | APJ antagonist | EBI2 antag | CCR6 antag | CXCR6 inh | APJ ag
CCOc1ccc(NC(=O)CN(C)S(=O)(=O)c2cccs2)cc1 | 14 | 4.4 | -16 | 0 | -9 | -3 | 9 | 49* | 2
O=C(O)CSCC(=O)N(Cc1ccccc1)c1nc(-c2ccccc2)c(-c2ccccc2)s1 | 34 | 5.0 | -17 | -3 | 25 | -3 | 15 | -2 | -1
COCCN(CCOC)C(=O)N1CCOCC1 | -4 | 0.6 | -10 | -3 | -3 | -13 | -4 | -19 | 0
COc1ccc(OC)c(NC(=O)c2cn(C)c(=O)c3cc(OC)c(OC)cc23)c1 | 10 | 0.6 | 13 | 2 | -1 | 5 | 5 | -3 | -5
COc1cccc(-c2nnn(CC(=O)N3CCC(C)CC3)n2)c1 | 7 | 3.2 | 8 | 1 | 7 | -17 | -4 | 5 | -1
COc1ccc(CN2CCN(C(=O)c3c(-c4ccccc4)noc3C)CC2)cc1F | 8 | 0.2 | 5 | -1 | 21 | 1 | 15 | -12 | -2
CC[C@@H]1[C@H]2CCCC(=O)N3CC[C@@H](C[C@@H]1OC(=O)Nc1ccccc1)[C@@H]23 | 28 | -0.6 | -17 | 2 | -3 | -2 | -9 | -5 | 8
COc1cccc(CN2CCCC(C(=O)Nc3ccc(-c4cscn4)cc3)C2)c1 (stereo unspecified) | 16 | 2.3 | -6 | -1 | -11 | -6 | 11 | -1 | -7
CCOC(=O)c1nnc(-c2ccccc2)nc1N1CC(C)OC(C)C1 (stereo unspecified) | 17 | -0.5 | 0 | -2 | 7 | -3 | 16 | 2 | -3
CC(=O)N1CCc2cc(S(=O)(=O)NCCC(=O)N3CCc4ccccc4C3)ccc21 | 15 | -1.7 | 17 | -2 | -2 | -4 | 11 | 6 | 0
Nc1[nH]c(=S)nc2nc(-c3ccccc3)c(-c3ccccc3)nc12 | -8 | 1.6 | 15 | -2 | 4 | 2 | 31 | 7 | -4
O=C(CCC(=O)N1CCCCC1)Nc1ccc(Cl)c(Cl)c1 | 0 | 1.6 | 0 | -1 | -27 | -3 | 2 | -4 | 6
Cc1ccc(C(=O)COC(=O)CCc2nc3ccccc3[nH]c2=O)cc1C | 3 | 0.7 | -32 | 0 | 17 | 0 | -4 | -9 | -3
CCC(C)Sc1cccc(-c2nc3ccc(C)cn3c2NC2CCCCC2)c1 (stereo unspecified) | 28 | -0.5 | 26 | -4 | -13 | 38&39 | 26 | 12&17 | -1
Cc1ccc(C2NC(C(=O)O)CS2)cc1 (stereo unspecified) | -5 | -1.2 | -12 | 1 | 0 | nt | nt | nt | -2
Cc1ccc(NC(=O)CNCc2ccccc2Cl)cc1S(=O)(=O)N(C)C | 26 | 3.5 | -7 | -1 | -1 | 10 | 10 | 8 | -5
COc1ccccc1NC(=O)C1CCCN(S(=O)(=O)c2cnc[nH]2)C1 (stereo unspecified) | -5 | 0.3 | 5 | -1 | 3 | -5 | 1 | 0 | -5
CCCn1c(=O)c(C(=O)Nc2ncccc2O)c(O)c2ccccc21 | 30 | 1.4 | 22 | -6 | -12 | -5 | -9 | -12 | -1
CC(NC(=O)c1cccnc1)C(=O)O (stereo unspecified) | 8 | 0.1 | -16 | 1 | -5 | 5 | -14 | -9 | -2
Cc1noc(C)c1COc1ccccc1C(=O)N(C)Cc1ccc(F)cc1 | 18 | -0.5 | 0 | -1 | 13 | -4 | 9 | 1 | -6
O=C(O)CCN1CCOCC1 | 5 | 2.9 | 22 | -1 | 7 | 13 | -3 | 4 | -5
O=C(Nc1ccc(Cl)cc1)/C(=C/c1cccc(O)c1)c1nc2ccccc2s1 | -6 | 114* | 100* | 13 | -15 | 25 | 6 | 6 | -2
COc1ccc(/C=N/NC(=O)CCN2CCCCC2c2cccnc2)cc1Cn1cc([N+](=O)[O-])cn1 (stereo unspecified) | 0 | -0.6 | -7 | -4 | -16 | 10 | 12 | -8 | 1
CCOc1ccc2nc(N3CCCC(C(=O)NCCCN4CCCCC4)C3)sc2c1 (stereo unspecified) | 5 | 3.6 | -7 | 0 | 7 | 2 | 11 | -6 | -2
O=C(CNC(=O)c1ccco1)OCC(=O)c1ccc(Br)cc1 | -1 | -2.9 | -12 | 3 | 22 | 4 | 25 | 14 | -4
CC(C)N=C1NN=C(c2ccc(F)cc2)CS1 | 25 | -3.6 | -29 | -5 | 8 | -7 | -1 | -10 | -1
COCCN(C(=O)CSc1nnc(-c2ccccc2C)n1C)c1c(N)n(Cc2ccccc2)c(=O)[nH]c1=O | 1 | 0.7 | -14 | 1 | -2 | -2 | 4 | 13 | -3
CCOC(=O)CN(C(=O)c1snc(C(N)=O)c1N)C(C(=O)NC1CCCCC1)c1ccc(F)cc1 (stereo unspecified) | 11 | -1.2 | 12 | -3 | 3 | -26 | 15 | -10 | -1
Cc1ccc(OCC(=O)NCCCNC(=O)c2cccnc2)cc1C | -2 | -1.2 | -2 | -2 | -17 | -5 | -17 | -1 | -3
COc1ccccc1NC(=O)C1=C(C)NC(=O)NC1c1cccc(OC)c1OC (stereo unspecified) | 8 | -1.4 | 8 | 0 | 6 | 2 | 3 | -10 | -1

Record cards, from the list above:
`COCCN(C(=O)CSc1nnc(-c2ccccc2C)n1C)c1c(N)n(Cc2ccccc2)c(=O)[nH]c1=O` as listed: tim23-1 inh = 1; UPR CHOP act = 0.7; Mdm2 MdmX PPI = -14; UPR XBP1 act = 1; APJ antagonist = -2; EBI2 antag = -2; CCR6 antag = 4; CXCR6 inh = 13; APJ ag = -3
`CC(NC(=O)c1cccnc1)C(=O)O` (stereo unspecified) as listed: tim23-1 inh = 8; UPR CHOP act = 0.1; Mdm2 MdmX PPI = -16; UPR XBP1 act = 1; APJ antagonist = -5; EBI2 antag = 5; CCR6 antag = -14; CXCR6 inh = -9; APJ ag = -2

(more compounds)
SMILES | tim23-1 inh | UPR CHOP act | Mdm2 MdmX PPI | UPR XBP1 act | APJ antagonist | EBI2 antag | CCR6 antag | CXCR6 inh | APJ ag
CCc1cn(C2CC(O)C(CO)O2)c(=O)[nH]c1=O (stereo unspecified) | -8 | 0.3 | 1 | -4 | 6 | -6 | 4 | 2 | -4
NC(=O)C1(N2CCCCC2)CCN(C(=O)c2ccc(-n3cnnn3)cc2)CC1 | 4 | -0.1 | 9 | -2 | 10 | -11 | 8 | -8 | 2
CC(C)(C)OC(=O)N1CCC2(CC1)C(C#N)=C(N)OC1=C2C(=O)CCC1 | 14 | -1.5 | 37 | -2 | -7 | 2 | -2 | 4 | 0
CN(C)NC(=S)NC1CC2CCC1C2 (stereo unspecified) | -1 | -0.7 | 1 | 4 | 18 | -12 | 5 | -4 | -4
O=C(NCc1ccccc1Cl)C(=O)NCC1CCCN1S(=O)(=O)c1cccs1 (stereo unspecified) | 21 | 0.9 | 2 | 0 | 11 | 6 | 11 | -4 | -1
CS(=O)(=O)c1ccc(-n2c(=O)n(Cc3ccccc3)c(=O)c3[nH]cnc32)cc1 | -10 | 2.2 | 1 | -1 | 15 | -14 | 9 | 7 | -2
COc1ccc(NC2SC(=O)N(CC(=O)O)C2=O)cc1 (stereo unspecified) | 7 | -0.4 | 18 | 2 | -6 | -8 | 5 | 3 | 3
CC(C)(C)OC(=O)C[C@H]1C/C=C\C[C@@H](CC(=O)N[C@@H](CO)Cc2ccccc2)C(=O)NC[C@@H](c2ccccc2)OC1=O | 13 | 1.6 | 36 | -2 | 2 | -2 | 0 | 0 | -3
CN(C)CCC=C1c2ccccc2CCc2ccccc21 | 13 | -0.2 | 19 | -3 | -4 | -4 | 16 | 5 | -2
Cc1cc(C)nc(N2CCCC(C(=O)NCc3ccccc3F)C2)n1 (stereo unspecified) | 3 | -1.5 | 5 | -2 | 0 | 5 | 2 | 0 | -3
CCOc1ccc2nc(N/C(N)=N/C(=S)Nc3cccc(OC)c3)nc(C)c2c1 | 25 | 2.9 | 42 | -1 | 21 | 3 | 23 | 16 | -5
NC(=O)c1ccccc1OCCOc1ccc(Br)cc1 | 20 | 3.9 | -3 | 9 | 4 | -8 | 18 | -11 | -4
COc1ccc(C(CNC(=O)CNC(=O)c2ccc(F)cc2)N2CCCC2)cc1 (stereo unspecified) | 7 | 0.0 | -18 | -4 | -6 | 11 | 6 | 6 | -5
CCOC(=O)/C(=N\Nc1cccc(C(F)(F)F)c1)N1CCOCC1 | 13 | -0.1 | -10 | 0 | 14 | 5 | 12 | -7 | 0
CCOc1ccc(S(=O)(=O)Nc2cccc(C(=O)N3CC(C)OC(C)C3)c2)cc1 (stereo unspecified) | 8 | -0.3 | -3 | 0 | 17 | -6 | -6 | 2 | -1
Cc1cc(/C=C2/SC(=O)N(CC(=O)N3CCCC3)C2=O)ccc1N1CCOCC1 | 22 | -1.2 | 20 | -3 | 2 | 3 | 9 | -5 | 0
O=C(NCC1CC1)c1ccc2c3n(nc2c1)-c1ccccc1CO3 | 69* | 0.2 | -176 | -4 | 7 | -2 | 11 | -4 | 10
COc1ccccc1NC(=O)COc1ccc(/C=N/NC(=O)CSCc2ccc(Cl)cc2)cc1 | -18 | 0.1 | 29 | 0 | 64* | 15 | 2 | 6 | -4

4 of the compounds above, with each value named.
> CN(C)NC(=S)NC1CC2CCC1C2 (stereo unspecified)
  tim23-1 inh: -1; UPR CHOP act: -0.7; Mdm2 MdmX PPI: 1; UPR XBP1 act: 4; APJ antagonist: 18; EBI2 antag: -12; CCR6 antag: 5; CXCR6 inh: -4; APJ ag: -4

> O=C(NCc1ccccc1Cl)C(=O)NCC1CCCN1S(=O)(=O)c1cccs1 (stereo unspecified)
  tim23-1 inh: 21; UPR CHOP act: 0.9; Mdm2 MdmX PPI: 2; UPR XBP1 act: 0; APJ antagonist: 11; EBI2 antag: 6; CCR6 antag: 11; CXCR6 inh: -4; APJ ag: -1

> CS(=O)(=O)c1ccc(-n2c(=O)n(Cc3ccccc3)c(=O)c3[nH]cnc32)cc1
  tim23-1 inh: -10; UPR CHOP act: 2.2; Mdm2 MdmX PPI: 1; UPR XBP1 act: -1; APJ antagonist: 15; EBI2 antag: -14; CCR6 antag: 9; CXCR6 inh: 7; APJ ag: -2

> COc1ccc(NC2SC(=O)N(CC(=O)O)C2=O)cc1 (stereo unspecified)
  tim23-1 inh: 7; UPR CHOP act: -0.4; Mdm2 MdmX PPI: 18; UPR XBP1 act: 2; APJ antagonist: -6; EBI2 antag: -8; CCR6 antag: 5; CXCR6 inh: 3; APJ ag: 3

Quoted at random: two entries already listed.
SMILES | tim23-1 inh | UPR CHOP act | Mdm2 MdmX PPI | UPR XBP1 act | APJ antagonist | EBI2 antag | CCR6 antag | CXCR6 inh | APJ ag
CCOc1ccc2nc(N/C(N)=N/C(=S)Nc3cccc(OC)c3)nc(C)c2c1 | 25 | 2.9 | 42 | -1 | 21 | 3 | 23 | 16 | -5
NC(=O)c1ccccc1OCCOc1ccc(Br)cc1 | 20 | 3.9 | -3 | 9 | 4 | -8 | 18 | -11 | -4

Only part of the results is shown, so the mix of outcomes need not match the whole.
